Source: PubChem (several laboratories)
MT stabilize HCS – stabilizes microtubules in HeLa cells; HeLa tubulin immunostaining HCS, 24 h; share of cells brighter than vehicle mean+2SD; actives 0.83% (n = 200,000); AID 2205; % tubulin-high responders, % at 10 µM;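 active = plate Z-score above 3 for both tubulin-high and condensed-nucleus cell shares, with cell loss under 80%, at 10 µM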;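 also: anti alpha tubulin signal scored within the nucleus-defined area of each cell; some results filed as inactive read as strong as hits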
WT yeast gro inh – growth inhibition of WT yeast, mitochondrial fusion screen | mitochondrial fusion phenotypic screen, WT strain | inhibition, % at 10 µM | actives 2.1% (n = 190,000) | AID 1362; in the data active = inhibition above about 58%; tested in S. cerevisiae
Lipid droplet – hepatic lipid droplet formation modulation. AML12 mouse hepatocytes, oleate lipid droplets, BODIPY imaging. inhibition, % at 6.5 µM. actives 0.4% (n = 240,000);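 active = lipid droplet intensity inhibited by at least 50%, with more than 500 cells counted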
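Assay system: AML12 hepatocytes (mouse) / Also added: 100 µM oleic acid challenge / Times: overnight treatment with compound plus oleate / Detection: high-content imaging of BODIPY-stained droplets and DAPI nuclei / Evaluation: % inhibition of lipid droplet signal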
b-catenin transl – modulators of beta-catenin nuclear translocation; HeLa beta-catenin nuclear translocation, immunofluorescence imaging; nuclear translocation activity, % at 5 µM; actives 0.3% (n = 190,000);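 active = nuclear translocation activity above 50% at 5 µM, with a well cell count of 50 or more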;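 also: per-cell ratio of nuclear to cytoplasmic median beta-catenin stain intensity; plate controls were DMSO negative control for no effect and GSK-3 inhibitor IX positive control for full effect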
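Test system: human HeLa cells, native beta-catenin. Compound dosing: 5 µM primary single dose, 0.1% DMSO, 0.02–20 µM confirmation series. Incubation: compound exposure 24 h at 37°C. Detection: beta-catenin immunostaining with DAPI counterstain, 20x imaging, 6 fields/well. Read-out basis: Nuclear/cytoplasmic beta-catenin signal ratio, % activation.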
Insulin prom up – MIN6 insulin promoter up-regulation; actives 0.3% (n = 190,000); MIN6 insulin promoter-GFP reporter, high-content imaging; stronger effect = higher value; z-score at 5 µM;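 active = z-score above 3 at 5 µM with at least 500 cells counted in the well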
XIAP antagonists – XIAP antagonists, biochemical, IAP family, fluorescence polarization (AID 1018). displacement, % at 20 µM, or IC50 in µM where a hit was titrated. actives 0.007% (n = 200,000). XIAP BIR domain, fluorescence polarization peptide displacement; higher % means a stronger effect; in the data active = displacement above about 50%; also: a part of the inactive calls stands beside numbers as strong as those of hits
Autophagy mod – autophagy modulation, high-content screen; calls only at 10 µM (by protocol); MEF GFP-LC3 puncta imaging; test concentration mostly 10 µM; AID 463193; actives 0.98% (n = 190,000);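 active = percentage of spot-positive cells more than 3 SD above its plate mean, without a fluorescence outlier flag or 80% toxicity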;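 also: spot-positive cell cutoff set from DMSO-treated cells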
Dynein transport – dynein cargo transport inhibition; 3617.4 mouse cells, GR-EGFP nuclear translocation imaging; test concentration mostly 20 µM; stimulated with dexamethasone, 1 µM; stronger effect = lower value; z-score, hits read low; actives 0.47% (n = 220,000);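 active = plate z-score of nuclear minus cytoplasmic receptor signal below a set negative limit, without overly bright fluorescence or cell loss, cut at about -3.5 in these data, passing the limit was not always enough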;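 also: z-score of nuclear minus cytoplasmic ring GR-EGFP intensity difference per well; some compounds called inactive have numbers as strong as hits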
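Also added: dexamethasone, 1.0 µM final. Medium: tet-free, stripped-serum medium. Detection: fixed, Hoechst-stained cells imaged at 10x for EGFP. Read-out: nuclear-to-cytoplasmic GR-EGFP distribution per well. Times: induction 48 h, compound 1 h, agonist 30 min.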
CSM14.1 death rescue – rescue of cells from ER stress-induced death, primary screen, 384-well, CSM14.1, thapsigargin, ATP luminescence (AID 1222) | CSM14.1 thapsigargin-induced death rescue, ATP luminescence; higher % means a stronger effect | cellular ATP content (survival), % at 20 µM, or EC50 in µM where a hit was titrated | 190,000 tested, under 10 active;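 active = EC50 below 50 µM in the dose-response confirmation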;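 also: death triggered by thapsigargin at about 15 µM added after 2 h compound pretreatment; cell ATP read after overnight thapsigargin exposure of roughly 18 to 22 hours; normalized against plate controls of thapsigargin alone and 5% DMSO vehicle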
WT yeast gro inh mutant strain – recorded beside WT yeast gro inh, whose call it bears; inhibition, %; mitochondrial fusion phenotypic screen, mutant strain inhibition
Dynein transport cytoplasmic EGFP – recorded beside Dynein transport, whose call it bears; z-score; measured here: cytoplasmic GR-EGFP intensity; stronger effect = higher value
Dynein transport nuclear GR-EGFP – second read-out of Dynein transport, no call of its own (marks repeat the call); z-score; measured here: nuclear GR-EGFP intensity;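 lower value marks the stronger effect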
Dynein transport cell count – also measured in Dynein transport; calls as there; z-score; measured here: cell count per field
Insulin prom up cell count – second read-out of Insulin prom up, no call of its own (marks repeat the call); cell count; measured here: cytotoxicity, nuclei count;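 total cells summed across four imaged fields per well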
Lipid droplet cells 6.5 µM – further read-out of Lipid droplet, marked with its call; cell count; measured here: cell count, cytotoxicity flag;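 cells counted across two imaged fields per well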
b-catenin transl cell count 5 µM – second read-out of b-catenin transl, no call of its own (marks repeat the call); cell count; measured here: cell count, cytotoxicity flag
MT stabilize HCS Hoechst-high % – also measured in MT stabilize HCS; calls as there; % Hoechst-high responders; measured here: nuclear condensation Hoechst responders;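 share of cells brighter than vehicle mean plus two SD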
MT stabilize HCS cytotoxicity % – further read-out of MT stabilize HCS, marked with its call; toxicity, %; measured here: cytotoxicity by cell density;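 0% = mean cell density of plate MIN control wells and 100% = no cells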
Autophagy mod cell loss 18 h – recorded beside Autophagy mod, whose call it bears; toxicity, %; measured here: cell loss, nuclei count;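 cell loss after 18 h compound exposure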
* = called active by the depositor; i = inactive; . = no result given; + = active, no number.

Values run as follows: WT yeast gro inh mutant strain	Autophagy mod cell loss 18 h	CSM14.1 death rescue	MT stabilize HCS	Lipid droplet	Autophagy mod	XIAP antagonists	MT stabilize HCS Hoechst-high %	b-catenin transl cell count 5 µM	Dynein transport nuclear GR-EGFP	Insulin prom up cell count	Insulin prom up	WT yeast gro inh	MT stabilize HCS cytotoxicity %	Dynein transport cell count	Lipid droplet cells 6.5 µM	b-catenin transl	Dynein transport	Dynein transport cytoplasmic EGFP
[1] CC(C)Cn1c(=O)c2c(c3ccccc31)OC(C)C(=O)N2 (stereo not drawn)
    10	1	-1.6%	4.0	20	i	-0.8%	2.1	1213	0.21	1172	0.33	1	6.1	2	759	-1.1	-0.59	-0.25
[2] O=C(Nc1cccc2ncccc12)c1ccc(Br)c([N+](=O)[O-])c1
    2	0	-0.4%	1.8	2	i	-4.7%	0.9	1122	0.15	1237	-0.99	8	4.5	0.27	776	-0.3	0.75	0.13
[3] O=C(CSc1nnnn1-c1ccc2c(c1)OCCO2)N1CCN(C(=O)c2ccco2)CC1
    -2	-19	2.1%	1.3	3	i	-6.2%	0.9	933	-0.26	1501	0.27	-7	5.1	0.8	756	2.1	-0.83	-0.057
[4] COCCCNC(=O)CN(c1cc(OC)ccc1OC)S(=O)(=O)c1ccccc1
    9	-4	-1.4%	3.5	1	i	-2.1%	2.1	1099	-0.52	1332	-0.5	-13	3.5	-0.07	747	0.6	-1.1	-0.24
[5] NC(=O)c1ccc2c(c1)S(=O)(=O)c1ccccc1C2=O
    .	.	.	.	3	.	.	.	1257	0.022	698	-0.29	.	.	-0.024	668	0.5	0.9	-0.27
[6] N#CCCCN1C(=O)C(O)(CC(=O)c2ccc3c(c2)OCCO3)c2ccccc21 (stereo not drawn)
    9	-11	0.0%	3.2	0	i	1.7%	2.7	960	-0.16	1882	-0.51	-1	1.6	0.89	625	-0.5	-0.36	-0.26
[7] O=C(N/N=C/c1ccc[nH]1)c1ccccc1OCc1ccccc1Cl
    20	-8	0.9%	3.6	-48	i	-2.8%	1.8	1112	-0.38	1438	-0.51	11	7.7	-0.27	651	-1.8	-1.3	0.038
[8] O=C(CC1Sc2ccccc2NC1=O)NCc1ccccc1 (stereo not drawn)
    .	.	.	.	-5	.	.	.	1261	-0.72	1302	-2.6	.	.	-0.44	733	-0.2	-1.1	-0.21
[9] COc1ccccc1N1C(=N)S/C(=C\c2ccc(-c3ccccc3C(=O)O)o2)C1=O
    -11	-1	-1.5%	3.8	2	i	-3.3%	2.6	524	-0.43	1108	-0.02	-13	4.2	0.57	696	-1.5	-0.41	-0.29
[10] N#Cc1ccc(-c2ccc(F)cc2)nc1Oc1ccc(Cl)c(Cl)c1
    8	5	-2.1%	2.7	.	i	-1.2%	3.0	1333	0.44	1448	0.17	26	0.6	0.28	.	-0.4	-0.48	-0.11
[11] CCOC(=O)c1c(NC(=O)C[n+]2ccc(Cc3ccccc3)cc2)sc(C)c1C
    8	4	-2.0%	1.9	-2	i	-14%	2.7	964	-0.61	828	0.55	12	5.6	0.12	681	-1.7	-0.83	-0.16
[12] O=C(CSc1nc(-c2ccccc2Cl)ns1)NCc1ccc2c(c1)OCO2
    -4	-2	-2.9%	4.7	-4	i	-2.0%	2.4	.	-0.45	1153	-0.18	-8	8.4	0.94	530	.	-0.33	-0.27
[13] CCOC(=O)C(C)Oc1ccc2c(C)cc(=O)oc2c1C(C)=O (stereo not drawn)
    3	1	-4.9%	2.4	1	i	-3.8%	1.2	1167	0.94	819	0.8	-4	9.1	0.65	661	2.9	0.95	0.087
[14] Cc1c(/C=N/Nc2ccc(C(=O)O)cc2)c2ccccc2n1C
    .	.	.	.	-25	.	.	.	1342	0.48	1023	-0.01	.	.	0.14	704	-0.9	0.14	-0.23
[15] Brc1ccc(C2=Nn3c(Cn4nnc5ccccc54)nnc3SC2)cc1
    .	.	.	.	-11	.	.	.	1281	-0.21	1094	0.88	.	.	0.92	731	-1.0	-0.32	-0.18
[16] CC(C)Cn1c(N)c(C(=O)COC(=O)c2cccc(F)c2)c(=O)n(C)c1=O
    -10	-2	1.4%	3.1	9	i	-6.5%	1.2	911	0.33	1323	-0.07	-34	9.0	0.36	659	1.9	0.62	-0.21
[17] CC(C)n1nnnc1SCC(=O)NCCc1ccccc1
    -15	3	-1.3%	3.1	.	i	-5.8%	2.2	1352	-1.2	1576	0.52	-27	4.9	0.75	.	-0.9	-0.85	-0.21
[18] CCC(c1nnnn1C(C)C)N1CCN(C2CCCC2)CC1 (stereo not drawn)
    12	7	-2.1%	8.0	.	i	-1.1%	2.5	1196	0.34	1092	-0.27	5	3.9	0.047	.	-1.4	0.089	-0.2
[19] Cc1ccc(Cn2nc(C)c(NC(=O)CCCn3nc([N+](=O)[O-])c(Cl)c3C)c2C)cc1
    3	-3	-2.5%	3.0	14	i	-4.8%	3.6	1058	0.69	1438	-0.34	15	9.5	-0.42	664	0.2	-0.15	-0.23
[20] CCCS(=O)(=O)N1CCC(C(=O)NCCN2CCCC2)CC1
    -8	1	.	3.5	-2	i	1.2%	1.7	.	-0.53	1274	-0.64	-16	4.2	-0.07	683	.	-0.57	-0.19
[21] CNc1sc(C(=O)c2ccc(F)cc2)c(N)c1-c1nc2ccccc2s1
    19	8	0.6%	3.7	8	i	-3.6%	4.3	.	-0.46	.	.	15	8.2	0.49	781	.	-0.76	-0.19
[22] CCn1c(=O)c([N+](=O)[O-])c(N2CCOCC2)c2ccccc21
    13	10	-2.8%	1.9	1	i	-3.3%	2.8	561	0.61	1291	0.05	11	5.3	-0.28	674	-5.6	1.1	-0.24
[23] COc1ccc(CCNC(=O)CN(c2ccccc2)S(C)(=O)=O)cc1
    -1	14	-0.8%	1.2	-2	i	-4.5%	0.6	1080	0.29	1479	-0.25	8	2.6	-0.63	729	-0.6	0.49	-0.18
[24] c1ccc(Oc2nc(-c3ccccn3)nc3ccccc23)cc1
    .	.	.	.	-7	.	.	.	1153	-0.38	924	-0.48	.	.	-0.45	721	-2.3	-0.73	-0.17
[25] Cn1nnnc1SCC(=O)NNC(=O)c1ccc(Cl)cc1
    -11	-8	0.3%	1.8	-19	i	-2.3%	1.3	1061	-0.35	1584	0.83	-9	4.2	-0.11	630	-0.7	-0.93	-0.29
[26] Cc1cccc(C)c1NS(=O)(=O)c1ccc(NC(=O)c2ccc(Cl)c([N+](=O)[O-])c2)cc1
    4	23	1.0%	44	37	i	-5.4%	22	1097	0.55	1335	0.19	4	91	-0.046	608	0.7	0.79	-0.28
[27] Cc1cccc2cc(C#N)c(NCCNC(=O)COc3ccccc3)nc12
    -6	-1	-0.7%	2.1	0	i	-4.7%	1.1	1020	0.16	1433	0.63	-7	7.8	0.18	711	-1.4	-0.59	-0.31
[28] O=C(c1ccccc1)[C@H]1[C@H](c2ccccc2)[C@@]2(N=C(c3ccccc3)OC2=O)C2c3ccccc3C=NN21 (stereo partly drawn)
    -7	-4	-0.3%	1.8	.	i	-5.5%	1.3	1375	-0.74	1389	0.36	-9	3.3	0.56	.	-3.0	-1.4	-0.11
[29] O=C(c1ccc(CS(=O)(=O)c2ccc(Br)cc2)o1)N1CCCC1
    3	-2	0.2%	3.9	.	i	-7.3%	3.9	.	1.4	803	0.45	-4	7.9	-1.9	.	.	1.6	0.15
[30] COc1ccc(CN2CCN(C(=O)C3CCC(CNS(=O)(=O)c4ccc(C)cc4)CC3)CC2)c(OC)c1OC (stereo not drawn)
    -15	-7.1*	3.1%	5.8	-20	+	-4.3%	1.7	1153	0.24	1358	-1.5	-4	8.5	0.33	591	-2.1	0.047	-0.27
[31] CC(C)Oc1ccc(C(CC(=O)O)n2cnnn2)cc1 (stereo not drawn)
    -11	-6	1.5%	3.4	5	i	-3.5%	2.7	1121	-0.4	1254	-0.28	-52	5.8	0.34	698	-0.5	-0.67	-0.2
[32] CC(C)(C)C(=O)Nc1ccc(-c2cnco2)cc1
    .	.	.	.	0	.	.	.	1335	-0.22	1151	-0.51	.	.	0.79	740	0.4	-0.72	-0.26
[33] COc1cc(NC(=O)CSc2c3c(nc4ccccc24)CCC3)cc(OC)c1OC
    4	0	-0.4%	1.3	-26	i	-9.2%	2.7	1087	-0.56	1497	-0.39	-18	8.1	0.79	551	-1.4	-1.1	-0.31
[34] COc1cc(NC(=O)c2ccccc2[N+](=O)[O-])ccc1NC(=O)C(C)C
    12	15	1.0%	9.9	20	i	-3.2%	2.0	1155	0.15	1466	-0.32	10	1.5	-0.099	678	-1.2	0.39	0.47
[35] COc1cccc(Nc2ncccc2C(=O)NCc2ccccc2)c1
    19	0	.	3.9	2	i	-8.2%	2.6	1070	-0.62	1024	0.58	12	9.4	0.51	701	-0.4	-9.6	17
[36] c1ccc(C(c2ccccc2)N2CCN(C(c3ccccn3)c3nnnn3C3CCCC3)CC2)cc1 (stereo not drawn)
    -9	-4	6.0%	6.6	-3	i	-4.3%	3.2	1011	0.41	.	.	14	9.2	-0.5	732	0.1	1.6	-0.22

Not a hit list. Share with any hit: about 4%.
